From PubChem BioAssay
ARNT-TACC3 inh: ARNT/TACC3 interaction disruption. inhibition, % at 9.99 µM. AID 623870. 390,000 tested, 0.66% active. AlphaScreen His-ARNT PAS-B/GST-TACC3 binding, luminescence; TACC3 fragment carries E629A point mutation. Q9Y6A5;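 active = mean inhibition of replicates at least 50% and at least half of replicates each reaching 50%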;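 also: 0% = complete ARNT plus TACC3 wells and 100% = ARNT alone without TACC3; many hits fall short of the cut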
PAX8 inh HTS: lowers PAX8-driven luciferase in RMG-I cells | inhibition, % at 12.6 µM | AID 652154 | 360,000 tested, 1.2% active | RMG-I TPO-luciferase reporter, SteadyGlo, 24 h;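 active = mean replicate inhibition at least 60% with every replicate also reaching 60%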;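 also: luciferase light reporting Pax8 driven TPO promoter activity; plate controls were median of neutral control wells for no effect and mitoxantrone controls for full effect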
Cneo AK release: causes C. neoformans cell lysis | lysis activity, % at 15 µM | 360,000 tested, 0.2% active | adenylate kinase release luminescence, 4 h; normalised: neutral wells 0, clomiphene wells 100;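 active = mean lysis activity across replicates of at least 80%, whatever share of replicates individually reach that level; inactive = mean lysis activity below 80%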
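Schedule: static 4 h at 37 °C with compound, 1 h detection; system: C. neoformans cells; benchmarks: Clomiphene as positive control; buffer or medium: fresh YPD medium; measure: luminescence rise reflecting yeast cell lysis; measured by: luminescent adenylate kinase detection reagent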
LGR2 antag: Drosophila LGR2 receptor signaling inhibition; 380,000 tested, 0.35% active; AID 720647; inhibition, % at 9.99 µM; HEK293 LGR2, CRE-luciferase, bursicon-stimulated, 4 h;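 active = drop in luminescence signal, shown as inhibition above about 50% in the replicate tests, limit read from the data, passing the limit was not always enough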;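 also: agonist challenge used bursicon conditioned medium at about half maximal strength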
PglD inh: blocks C. jejuni PglD acetyltransferase activity; purified PglD enzyme, DTNB colorimetric CoA detection; inhibition, % at 12.5 µM; AID 602405; 360,000 tested, 0.098% active; in the data active = inhibition above about 16%, passing the limit was not always enough; also: strong numbers were not always called active
PGC1a acetyl inh: lowers PGC1a acetylation signal in U2OS cells; AlphaScreen anti-acetyl-lysine; with virally co-expressed GCN5 acetyltransferase; inhibition, % at 15.6 µM; 350,000 tested, 0.17% active;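 active = every replicate shows inhibition of at least 40%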;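 also: 0% = neutral control wells and 100% = positive control wells; some results beyond the cut were filed as inactive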
Statin myotox sup: protects C2C12 myotubes from simvastatin toxicity; rescue of ATP level, % at 7.49 µM; 330,000 tested, 0.78% active; ATP luminescence, 48 h; scaled: DMSO 0, geranylgeraniol control 100;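 active = mean ATP rescue above about 67%, or every replicate alone reaching that limit, limit read from the data, passing the limit was not always enough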;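 also: myotubes were challenged with 10 µM simvastatin during compound exposure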
INS-1E GSIS act: GLuc luminescence reporter in INS-1E cells, primary screen for activators of glucose-dependent secretion of insulin; 370,000 tested, 0.61% active; activation, % at 16.6 µM; INS-1E GLuc reporter insulin secretion, 2-3 h;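 active = lowest replicate activation of at least 40%, so every replicate reaches that level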;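 also: 0% = median of neutral control wells and 100% = median of IBMX positive control wells; some compounds called inactive have numbers as strong as hits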
Numbers without * were called inactive; nt = not tested or not shown; & = joins results of further samples.

structure | ARNT-TACC3 inh | PAX8 inh HTS | Cneo AK release | LGR2 antag | PglD inh | PGC1a acetyl inh | Statin myotox sup | INS-1E GSIS act
C(=N\N1CCOCC1)/c1cn(-c2ccccc2)nc1-c1ccccc1 | 5 | -38 | -4 | -40 | 0 | 9 | -10 | -2
CC1Cc2ccccc2N1C(=O)C1CCCN(S(=O)(=O)c2cccc3cccnc23)C1 (stereo not given) | -13 | 29 | -2 | -13 | 1 | nt | 4 | 8
C/C=C/c1cnc2c(c1)C(=O)N([C@H](C)CO)C[C@@H](C)[C@@H](CN(C)C(=O)c1cccnc1)O2 | -4 | nt | -6 | 7 | 2 | 9 | 0 | 12
Cc1ccc(NC(=O)CN2C(=O)c3ccccc3C2=O)cc1 | 4 | 5 | 2 | -10 | 2 | nt | -9 | 0
CCN(c1ccccc1)S(=O)(=O)c1ccc(F)c(C(=O)O)c1 | -1 | nt | 1 | 19 | 0 | -1 | 2 | -6
CCCCCCSc1cc(-c2nc3cc(C)ccn3c2NCCCC)ccc1OC | 0 | 33&11 | 3 | 8&2 | 2 | nt | -16 | 5&-4
CCn1c(=O)c2sccc2n(CC(=O)NC2CCCC2)c1=O | -10 | 7 | -3 | 19 | 3 | 0 | -21 | 27
O=[N+]([O-])c1cccc(-c2cnc3ccccc3n2)c1 | -4 | -9 | 2 | -66 | 0 | nt | 4 | -14
CSCC[C@H](NC(=O)N1CCn2c1nc1ccccc12)C(=O)NCC1CCCO1 (stereo not given in full) | 4 | 9 | 10 | 13 | 4 | -13 | 20 | -2
CC1(C)CC(=O)C2=C(C1)OC(N)=C(C#N)C2c1ccoc1 (stereo not given) | 3 | -68 | nt | -18 | nt | -7 | nt | 5
Cc1ccc(-n2ncc3c(NNC(=O)Cc4ccccc4)ncnc32)cc1 | 1 | 0 | nt | 0 | nt | 8 | nt | 15
COc1cccc(NC(=O)NNC(=O)C(C)Oc2ccc3ccccc3c2)c1 (stereo not given) | 2 | 1 | 1 | 7 | -4 | 3 | 1 | -15
C[C@@H]1CN([C@@H](C)CO)S(=O)(=O)c2ccc(-c3ccncc3)cc2O[C@H]1CN(C)C(=O)CC1CC1 | -3 | nt | 9 | -9 | 5 | 4 | -3 | 0
CCOc1ccc(CCNC(=O)CS(=O)Cc2nc(-c3ccc(OC)c(OC)c3)oc2C)cc1OCC (stereo not given) | 0 | -2 | 0 | -2 | -2 | 5 | 6 | nt
C[C@@H]1CN([C@@H](C)CO)C(=O)c2cccc(NC(=O)c3ccncc3)c2O[C@H]1CN(C)Cc1ccc(C(F)(F)F)cc1 | -5 | 12 | -3 | 14 | 2 | 1 | -14 | 1
O=S1(=O)N=C(N2CCN(Cc3ccccc3)CC2)c2ccccc21 | 39 | nt | 1 | nt | 1 | 2 | -1 | nt
Cc1[nH]nc2c1C(c1ccoc1)C(C#N)=C(N)O2 (stereo not given) | 3 | nt | 3 | nt | 0 | 18 | nt | nt
COc1cc(CN2C[C@@H](CO)O[C@@H](n3cnc4c(NCc5ccc(F)cc5)ncnc43)C2)cc(OC)c1OC | nt | -12 | 2 | 6 | 0 | -1 | -20 | -14
CN(C#N)c1nccc(-c2cccs2)n1 | 6 | -29 | -1 | -27 | -3 | nt | -3 | 12
Cc1[nH]nc2c1C1(C(=O)Nc3ccc([N+](=O)[O-])cc31)C(C#N)=C(N)O2 (stereo not given) | -9 | nt | 2 | nt | 6 | 5 | nt | nt
CCOCCN1CCN(c2c(C)c(C)nc3cc(-c4cc(OC)cc(OC)c4)nn23)CC1 | -1 | nt | -2 | 15&-28 | -3 | -10 | -4 | 53&22
O=C(CN1CCN(c2ccccc2F)CC1)NC(=O)NCc1ccccc1 | -30 | -4 | nt | -2 | nt | nt | nt | -1
CCNC(=O)C1(C)CCN(C(=O)c2ccccc2OC)C1 (stereo not given) | nt | -5 | 2 | 0 | 1 | 3 | 3 | 2
Cc1ccc(C)c(NC(=S)NNC(=O)c2csc3c2CCC(C)C3)c1 (stereo not given) | 4 | nt | 6 | -9 | 2 | 2 | 20 | -30
C[C@@H]1CN([C@H](C)CO)S(=O)(=O)c2ccc(Br)cc2O[C@@H]1CN(C)C(=O)CN(C)C | -5 | nt | 1 | 2 | -2 | -1 | -1 | 23
COc1cc(C=O)ccc1OCc1ccncc1 | 4 | -5 | nt | -15 | nt | nt | 5 | 1
CCCCNC(=O)c1nc(C2CCN(S(=O)(=O)c3cccc(C(F)(F)F)c3)CC2)oc1-c1cccc(C(F)(F)F)c1 | nt | -19 | 1 | -7 | 3 | -2 | 7 | -7
C[C@@H]1CN([C@@H](C)CO)C(=O)c2cc(NC(=O)NC3CCCCC3)ccc2O[C@@H](C)CCCCO[C@@H]1CN(C)C(=O)Nc1ccc2c(c1)OCO2 | -1 | -23 | -18 | 10 | 2 | 2 | nt | 5
CC(C)CC#Cc1cnc2c(c1)C(=O)N([C@@H](C)CO)C[C@@H](C)[C@@H](CN(C)C(=O)c1ccc3c(c1)OCO3)O2 | 2 | nt | -1 | -6 | -1 | 15 | 12 | -13
Cc1ccc(NC(=O)C(CC(C)C)NC(N)=O)cc1Cl (stereo not given) | -1 | 12 | nt | nt | nt | 5 | 3 | 2

2 entries from above, field by field:
CCn1c(=O)c2sccc2n(CC(=O)NC2CCCC2)c1=O
  ARNT-TACC3 inh: -10; PAX8 inh HTS: 7; Cneo AK release: -3; LGR2 antag: 19; PglD inh: 3; PGC1a acetyl inh: 0; Statin myotox sup: -21; INS-1E GSIS act: 27

O=[N+]([O-])c1cccc(-c2cnc3ccccc3n2)c1
  ARNT-TACC3 inh: -4; PAX8 inh HTS: -9; Cneo AK release: 2; LGR2 antag: -66; PglD inh: 0; PGC1a acetyl inh: nt; Statin myotox sup: 4; INS-1E GSIS act: -14

Later entries.
structure | ARNT-TACC3 inh | PAX8 inh HTS | Cneo AK release | LGR2 antag | PglD inh | PGC1a acetyl inh | Statin myotox sup | INS-1E GSIS act
C[C@@H]1CN([C@@H](C)CO)C(=O)Cc2cc(NC(=O)c3ccncc3)ccc2O[C@H]1CN(C)C(=O)Nc1ccc2c(c1)OCO2 | -1 | nt | 5 | 1 | -5 | -4 | -9 | 12
C=CCc1c(N(CC)CC)nc(C)[nH]c1=O | -16 | -6 | 10 | 2 | -5 | 8 | nt | 23
COc1ccc(NC(=O)C2CCC(C(C)(C)C)CC2)cc1S(=O)(=O)N1CCOCC1 (stereo not given) | 8 | 18 | 0 | 9 | 0 | -5 | 17 | -35
CCCCCCOC1(c2ccccc2)OC(=O)c2ccccc21 (stereo not given) | -11 | nt | 0 | -10 | 6 | -17 | -13 | nt
C=CCn1c(=O)c2ccccc2n2c(SCC(=O)NCc3cccs3)nnc12 | -11 | nt | 0 | nt | 4 | -34 | -1 | nt
O=C(Nc1ccccc1F)c1ccc2sc([C@@H]3O[C@H](CO)[C@H](O)[C@H](O)[C@H]3O)nc2c1 | nt | -70 | 0 | -32 | 8 | -3 | -3 | 13
COc1ccc(CCNC(=O)C2CC3Cn4c(nc5cc(Cl)c(Cl)cc54)C3N2C)cc1 (stereo not given) | -11 | -9 | -3 | 4 | 5 | 6 | 0 | -8
CO[C@@H]1CN(C)C(=O)c2ccc(NC(=O)C3CC3)cc2OC[C@H](C)N(C(=O)CN(C)C)C[C@H]1C | -2 | -5 | 0 | 20 | -3 | 1 | -9 | 0
CC(C)NC(=O)Nc1ccc2c(c1)C(=O)N([C@H](C)CO)C[C@@H](C)[C@H](CN(C)CC1CCCCC1)O2 | -13 | -7 | -6 | -2 | 0 | nt | 17 | 6
CCOc1ccc(N(C)S(=O)(=O)c2ccc(-c3ccc(=O)[nH]n3)s2)cc1 | -2 | 10 | 0 | -14 | 0 | nt | 0 | 12
CCCCCCCCCCCCCCCC[N+](C)(C)CCN(Cc1ccc(OC)cc1)c1ncccn1 | 11 | nt | 35 | nt | -4 | nt | -105 | nt
NC(Cc1ccc(C(F)(F)F)cc1)c1csc(Nc2cc(NCc3ccco3)ncn2)n1 (stereo not given) | nt | 21 | -4 | 11 | nt | -9 | -23 | -4
COc1ccccc1Nc1nc(N)nc(CN2CCc3ccccc3C2)n1 | 13 | 0 | 3 | nt | 1 | 1 | -5 | nt
Cc1ccc([N+](=O)[O-])cc1N/C=C1\CCCCC1=O | 1 | -31 | -2 | -42 | 0 | 0 | -1 | 9
O=C(C[C@H]1C[C@@H]2c3cc(NC(=O)Nc4ccc(C(F)(F)F)cc4)ccc3O[C@@H]2[C@@H](CO)O1)NCc1cc(F)ccc1F | 0 | 20 | 17 | 16 | -2 | 3 | 1 | -6
CC(=O)Nc1ccc(NC(=O)c2cc(=O)c3cc(C)cc(C)c3o2)cc1 | -8 | -9 | 0 | 4 | nt | 6 | -19 | 22
C=CCn1c(SCC(=O)NC(=O)NC2CCCC2)nnc1C1CCCCC1 | 0 | -13 | 0 | nt | 5 | -7 | -24 | nt
Cc1ccc(C)c(C(=O)N2CCN(c3ncccn3)CC2)c1 | 0 | 3 | 1 | 0 | -2 | nt | 2 | 4
COc1cc(OC)cc(C(=O)NCCC(c2ccccc2)c2ccccc2)c1 | -8 | 16 | 3 | 6 | 3 | -9 | 6 | -4
COc1ccc(C2c3ccc4ccccc4c3Oc3ncn(CCCO)c(=N)c32)cc1OC (stereo not given) | 3 | 5 | nt | -2 | nt | nt | nt | 21
CC1(N2CCCCC2)CC2(O)C(=[N+]1[O-])CCC/C2=N\O (stereo not given) | 3 | 11 | -1 | nt | -2 | -5 | 14 | nt
c1ccc2c(c1)cnc1ccccc12 | -3 | -32&-56 | 2 | -6&-2 | 1 | 1&4 | -2 | -5&1
CC(C)OCCCNC(=O)c1ccc2c(c1)NC(=O)c1ccccc1S2 | -6 | 12 | -5 | -13 | 0 | 3 | -9 | 6
Cc1ccc(N2CC(C(=O)N3CCOCC3)CC2=O)cc1C (stereo not given) | 4 | 8 | nt | 8 | nt | -4 | -9 | 16
O=C(CCN1CCN(Cc2ccccc2)CC1)NNC(=O)Nc1cccc([N+](=O)[O-])c1 | -3 | 2 | 0 | 15 | 0 | nt | -3 | 11
O=C(N/N=C/c1ccccc1O)c1cccc2ccccc12 | 28 | 47 | 0 | -4 | -3 | 17 | -11 | -14
Cc1ccc(S(=O)(=O)Nc2ccc3c(c2)C(=O)N([C@H](C)CO)C[C@@H](C)[C@H](CN(C)S(=O)(=O)c2cccs2)O3)cc1 | -3 | nt | -1 | 6 | -4 | -7 | 12 | 1
Cc1ccc2cc(-c3noc(C(C)(C)C)n3)c(=O)[nH]c2c1 | -4 | nt | 0 | nt | -5 | nt | -1 | nt
O=C(CN1C(=O)NC2(CCOc3ccccc32)C1=O)Nc1cccc([N+](=O)[O-])c1 (stereo not given) | 3 | 9 | 2 | -5 | -2 | 15 | 0 | -46
COc1ccc(/C=C/C(=O)Nc2cc(S(=O)(=O)N3CCOCC3)ccc2C)cc1OC | 1 | 3 | 0 | 5 | -5 | nt | -3 | 3
COc1ccc(NC(=O)CSc2nnc(NC(=O)c3ccc(S(=O)(=O)N4CCOCC4)cc3)s2)cc1 | -5 | -11 | -2 | -11 | -1 | nt | nt | -1
C/C(=N/NC(=O)CNC(=O)CCc1ccccc1)c1ccc(Cl)cc1 | -4 | -20 | nt | -8 | nt | nt | nt | -6
Cc1ccc(S(=O)(=O)N(C)C[C@H]2Oc3ncc(C#CCC(C)C)cc3C(=O)N([C@@H](C)CO)C[C@@H]2C)cc1 | 6 | nt | -3 | -22 | 0 | -3 | nt | -14
O=C(C[C@@H]1C[C@H]2c3cc(NC(=O)C4CCC4)ccc3O[C@H]2[C@H](CO)O1)NCC(F)(F)F | -1 | 3 | -4 | -5 | 1 | -2 | 6 | 5
